Screening data as filed in PubChem BioAssay.
miR-122 sensor: miR-122 inhibition in Huh7 cells. Huh7 miR-122 Renilla luciferase sensor, 48 h; neutral wells = 0, positive control = 100. activation (reporter increase), % at 12.5 µM. hit rate 0.3% among 340,000. AID 602342;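 active = mean replicate activation score at least 90 and every replicate individually at or above 90; inconclusive = only one of the two criteria met; inactive = neither criterion met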;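 note: higher luciferase means less miR-122 activity so hits act as miR-122 inhibitors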
ERp5 inh: inhibitors of human ERp5; Q15084; ERp5 insulin aggregation, absorbance 650 nm, 90 min; inhibition, % at 9.99 µM; hit rate 0.05% among 350,000; AID 651711;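 active = mean replicate inhibition above about 25%, with every replicate also reaching it, limit read from the data, passing the limit was not always enough; inconclusive = only one of those two criteria met; inactive = neither criterion met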
Target sequence (Q15084 whole entry, looked up): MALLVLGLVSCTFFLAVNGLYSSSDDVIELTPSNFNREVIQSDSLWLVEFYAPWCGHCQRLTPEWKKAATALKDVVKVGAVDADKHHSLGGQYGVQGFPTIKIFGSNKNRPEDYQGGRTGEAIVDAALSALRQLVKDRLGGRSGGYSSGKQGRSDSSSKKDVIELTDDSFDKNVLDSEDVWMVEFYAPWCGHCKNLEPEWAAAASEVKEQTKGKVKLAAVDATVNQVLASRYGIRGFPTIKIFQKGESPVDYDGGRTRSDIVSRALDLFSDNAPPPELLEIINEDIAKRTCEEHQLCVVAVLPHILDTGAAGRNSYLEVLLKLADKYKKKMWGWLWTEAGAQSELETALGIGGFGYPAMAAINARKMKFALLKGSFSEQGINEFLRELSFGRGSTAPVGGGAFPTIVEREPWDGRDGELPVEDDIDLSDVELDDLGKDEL
SIRT5 block: blocks human SIRT5 desuccinylation of peptide; Q9NXA8; Purified SirT5, succinyl-peptide AMC, trypsin-coupled fluorescence; inhibition, % at 15 µM; hit rate 1.1% among 330,000; AID 652115; in the data active = inhibition above about 15%; inconclusive = no clear call, values can overlap the other calls
Target sequence (Q9NXA8 whole entry, looked up): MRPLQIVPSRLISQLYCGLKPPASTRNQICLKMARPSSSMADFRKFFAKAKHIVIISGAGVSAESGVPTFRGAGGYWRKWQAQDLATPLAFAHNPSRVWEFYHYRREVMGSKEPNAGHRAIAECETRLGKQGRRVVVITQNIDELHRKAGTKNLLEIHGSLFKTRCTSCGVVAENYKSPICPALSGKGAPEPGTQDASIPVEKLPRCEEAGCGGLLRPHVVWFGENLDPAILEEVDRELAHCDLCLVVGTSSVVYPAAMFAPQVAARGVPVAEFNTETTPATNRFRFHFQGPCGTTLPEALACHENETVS
DENV2 CPE: protects cells from dengue virus 2 cytopathic effect. DENV2-infected cells, cytopathic effect rescue, plate reader. hit rate 1.7% among 350,000. CPE inhibition, % at 9.99 µM. AID 651640; in the data active = CPE inhibition above about 20%, passing the limit was not always enough; inconclusive = no clear call, values can overlap the other calls; tested in BHK-21 cells;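 note: 0% = median of neutral control wells and 100% = median of positive control wells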
ERAP1 HTS inh: inhibitors of human ERAP1 aminopeptidase; Q9NZ08; recombinant ERAP1, Leu-AMC fluorescence, 60 min; inhibition, % at 10.7 µM; hit rate 0.15% among 340,000; AID 652197;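 active = mean replicate inhibition of at least 30%, or all replicates individually reaching that 30% level; inactive = mean below 30% and not every replicate reaching it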;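 note: 0% = neutral control wells and 100% = L-leucinethiol positive control wells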
Casp6 inh: caspase-6 (human) enzyme inhibition; P55212; purified caspase-6, Z-VEID-R110 cleavage fluorescence; inhibition, % at 12.5 µM; hit rate 0.53% among 350,000;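 active = mean inhibition across replicates at least about 35%, with every replicate also reaching that limit, limit read from the data; inconclusive = only one of the two criteria met; inactive = neither criterion met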;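 note: 0% = median of neutral control wells and 100% = no fluorescence left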
Target sequence (P55212 24-179 limits assumed): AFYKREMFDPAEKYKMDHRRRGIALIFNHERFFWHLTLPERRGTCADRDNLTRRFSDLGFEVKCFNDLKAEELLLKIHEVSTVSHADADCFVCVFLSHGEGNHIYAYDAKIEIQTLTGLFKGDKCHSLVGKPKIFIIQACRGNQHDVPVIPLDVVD
Target sequence (P55212 194-293 limits assumed): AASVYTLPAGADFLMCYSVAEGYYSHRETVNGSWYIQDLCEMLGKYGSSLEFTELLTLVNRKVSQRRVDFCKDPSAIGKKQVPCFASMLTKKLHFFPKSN
F508del corr: CFTR F508del correction in bronchial cells; CFBE cells, YFP halide quenching; stimulated with forskolin plus potentiator P3; % fluorescence drop versus neutral controls; activity (quench increase), % at 7.58 µM; hit rate 0.36% among 350,000;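 active = mean added fluorescence quench of at least 8% versus neutral control, with both replicates also reaching 8%; inconclusive = only one of the mean or replicate conditions met; inactive = mean below 8% and not both replicates reaching 8%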;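 note: cells transiently co-express mutant CFTR-F508del with the halide-sensitive YFP; corrector assay measuring rescue of mutant channel to the surface after 24 h compound exposure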
Numbers without * were called inactive; ? = inconclusive; nt = no result given; [ ] = dose if it differs, or a comment.

Below each compound: miR-122 sensor | ERp5 inh | SIRT5 block | DENV2 CPE | ERAP1 HTS inh | Casp6 inh | F508del corr
1	COc1ccc(/C=N/Nc2nnc(C)n2N)cc1OC
→ nt | 2.5 | -5.1 | 1.6 | -6.2 | 22.1 | -4.0
2	Cc1sc2nc(CN3CCCCC3)nc(N3CCN(C(=O)c4ccco4)CC3)c2c1C
→ 8.9 | -1.0 | 0.0 | 18.7 | 3.2 | 2.6 | 1.3
3	O=C(O)CSc1nnc(-c2ccccc2Br)n1-c1cccc(C(F)(F)F)c1
→ nt | -4.3 | 2.5 | -2.2 | nt | -2.4 | -0.5
4	Cc1cccc(-c2nnn(C/C(N)=N/O)n2)c1
→ nt | -2.4 | -3.8 | 6.4 | 3.6 | -0.6 | nt
5	COc1ccc(NC(C)=O)cc1NS(=O)(=O)c1cn(C)c(=O)n(C)c1=O
→ -3.7 | 8.4 | 14.8 | -0.3 | 7.1 | 1.4 | -1.1
6	CO[C@@H]1CN(C)C(=O)c2cc(NC(=O)C3CCOCC3)ccc2OC[C@@H](C)N(C(C)=O)C[C@H]1C
→ -4.6[16.7 µM] | 2.5 | -0.8 | 3.7 | -5.7 | 1.9 | -3.2
7	COc1ccc(NC(=S)NNc2ccc(S(=O)(=O)Nc3ccccc3C(=O)O)cc2[N+](=O)[O-])cc1
→ nt | -2.0 | 16.8* | -4.9 | -15.0 | 15.0 | -0.2
8	CN(C)C(CNC(=O)c1cc2ccccc2oc1=O)c1ccccc1 (configuration not stated)
→ 1.8 | 9.9 | -0.9 | -4.6 | 0.2 | 2.6 | -0.7
9	CCOc1ccc(-n2c(=O)[nH]c3sc4c(c3c2=O)CCCC4)cc1
→ 4.8 | 4.5 | 1.1 | -1.5 | nt | -0.7 | -2.7
10	COc1cccc(CNC(=O)C2(C)CCCN2C(=O)C(C)C)c1 (configuration not stated)
→ -4.4 | 8.4 | 0.4 | -6.2 | 5.2 | -0.4 | -0.6
11	CC(C)NC(=O)CN1C(=O)CSc2ccc(S(=O)(=O)N3CCCC3)cc21
→ -4.5 | 4.7 | -3.1 | 2.9 | -1.6 | -13.1 | 3.0
12	N#C[C@@H]1[C@H](c2ccccc2C2=CCCCC2)[C@H](CO)N1S(=O)(=O)c1ccccc1
→ nt | -2.2 | 1.2 | -8.0 | -1.0 | 1.9 | 0.9
13	COCCn1c(SCC(=O)NC(=O)NC2CCCC2)nc2ccccc2c1=O
→ 10.3 | 4.1 | -2.9 | 11.3 | -2.3 | 0.4 | -3.3
14	CCOc1ccc(S(=O)(=O)N2CCCCC2)cc1NC(=O)CN1C(=O)NC(C)(c2ccccc2)C1=O (configuration not stated)
→ 21.1 | 4.7 | -1.8 | -7.7 | -2.2 | -2.0 | 1.8
15	CC1CCCCC12NC(=O)N(CC(=O)N1CCN(Cc3ccc(C#N)cc3)CC1)C2=O (configuration not stated)
→ -11.5 | -0.1 | 1.4 | 0.0 | -0.2 | -2.8 | 0.8

Profiles, quoted from the list. Values in the order: miR-122 sensor	ERp5 inh	SIRT5 block	DENV2 CPE	ERAP1 HTS inh	Casp6 inh	F508del corr
`COc1ccc(NC(=S)NNc2ccc(S(=O)(=O)Nc3ccccc3C(=O)O)cc2[N+](=O)[O-])cc1` is listed with nt	-2.0	16.8*	-4.9	-15.0	15.0	-0.2
`Cc1cccc(-c2nnn(C/C(N)=N/O)n2)c1` is listed with nt	-2.4	-3.8	6.4	3.6	-0.6	nt
`CCOc1ccc(S(=O)(=O)N2CCCCC2)cc1NC(=O)CN1C(=O)NC(C)(c2ccccc2)C1=O` (configuration not stated) is listed with 21.1	4.7	-1.8	-7.7	-2.2	-2.0	1.8
`CCOc1ccc(-n2c(=O)[nH]c3sc4c(c3c2=O)CCCC4)cc1` is listed with 4.8	4.5	1.1	-1.5	nt	-0.7	-2.7
`COc1cccc(CNC(=O)C2(C)CCCN2C(=O)C(C)C)c1` (configuration not stated) is listed with -4.4	8.4	0.4	-6.2	5.2	-0.4	-0.6

Continued.
Below each compound: miR-122 sensor | ERp5 inh | SIRT5 block | DENV2 CPE | ERAP1 HTS inh | Casp6 inh | F508del corr
16	CC=Cc1ccc2n(c1=O)C[C@@H]1[C@@H](CO)[C@H](C(=O)N(C)C)N(CC3CC3)[C@H]21 (mixture of isomers)
→ -7.4[16.7 µM] | -1.2 | 1.8 | 9.6 | 1.5 | 0.7 | 0.9
17	COc1ccc(NC(=O)Nc2ccc3c(c2)[C@@H]2C[C@H](CC(=O)N4CCc5ccccc5C4)O[C@H](CO)[C@@H]2O3)cc1
→ -2.7[16.7 µM] | 6.1 | -2.0 | 0.4 | 0.3 | 2.4 | 0.3
18	COc1cccc(-c2ccc([C@@H]3[C@@H](C#N)N(C(=O)c4ccccn4)[C@H]3CO)cc2)c1
→ nt | -4.6 | 1.0 | 9.7 | -0.3 | 1.7 | -0.7
19	COc1ccc2c3c([nH]c2c1)[C@H](CO)N(S(C)(=O)=O)CC31CN(C(=O)c2cccnc2)C1
→ nt | 5.1 | -5.0 | -6.4 | 1.1 | -0.6 | 0.5
20	CN(C)c1ccc(NC(=O)C2C3C=CC(C3)C2C(=O)O)cc1 (configuration not stated)
→ nt | -0.4 | 1.3 | 0.7 | -8.1 | 41.6* | -0.8
21	CCCc1cc(=O)oc2cc(C)cc(OC(C)C(=O)NCCN3CCOCC3)c12 (configuration not stated)
→ -5.6 | 12.4 | -4.0 | -1.1 | 9.7 | -2.1 | 1.5
22	O=C(CC1CC1)N[C@@H]1CC[C@H](CCNS(=O)(=O)c2ccc(F)cc2)O[C@@H]1CO
→ nt | 2.2 | 4.6 | -5.4 | -3.4 | 0.1 | 1.3
23	COCC(=O)Nc1ccc2c(c1)C(=O)N(C)[C@H]1CC[C@H](CC(=O)NCc3ccccc3F)O[C@@H]1CO2
→ nt | 8.8 | nt | -10.5 | 0.4 | -0.9 | 1.9
24	O=C(N[C@@H]1CC[C@H](CCNS(=O)(=O)c2ccc(F)cc2)O[C@H]1CO)C1CCOCC1
→ -1.8[16.7 µM] | 2.8 | 2.5 | -6.6 | -4.2 | -7.4 | -2.5
25	Cc1ccccc1NC1=NC(=S)N(c2ccccc2)C12CCCCC2
→ -0.4 | -2.1 | 4.6 | -8.6 | 4.9 | 3.8 | nt
26	Nc1ccc(C(CC(=O)O)n2cccc2)cc1 (configuration not stated)
→ -5.4 | -2.5 | 21.0* | -3.3 | 2.2 | 22.7 | -1.6
27	O=S(=O)(Cc1ccccc1)N1CCCCN2[C@H](CO)[C@H](c3ccc(C#Cc4ccccc4)cc3)[C@H]2C1
→ -0.6[16.7 µM] | 0.5 | -2.3 | -7.5 | 2.9 | 3.2 | 2.7
28	Cc1cc(F)ccc1S(=O)(=O)Nc1ccc(C(=O)N2CCCCC2)cc1
→ nt | 3.2 | -0.5 | -3.0 | -1.2 | -0.7 | 0.4
29	C=CCn1c(SCC(=O)NNC(=O)Nc2ccc(C)cc2)nnc1-c1ccccc1
→ 0.8 | 5.1 | nt | -4.3 | 1.5 | 0.4 | -2.4
30	Cc1ccc2oc(-c3ccco3)cc(=O)c2c1
→ nt | -9.2 | -13.4 | 4.2 | 2.9 | 1.4 | 0.3
31	CC(=O)c1cccc(NC(=O)COC(=O)COc2ccc(Cl)cc2)c1
→ -2.2 | -3.6 | -4.5 | 5.8 | -0.4 | 1.8 | 2.4
32	Cn1c(O)c(N=NC(=O)C2COc3ccccc3O2)c2ccccc21 (configuration not stated)
→ 5.6 | 0.7 | 0.6 | -6.2 | 2.8 | 3.3 | -1.4
33	O=C1c2ccccc2-c2nc3ncnn3c(-c3ccccc3Cl)c21
→ 6.3 | -1.4 | nt | -1.8 | nt | -0.1 | -6.9
34	COc1ccc(/C=N\NC(=O)c2ccccc2[N+](=O)[O-])cc1COc1c(F)c(F)c(F)c(F)c1F
→ nt | -0.2 | -0.6 | 1.8 | -2.1 | -0.5 | -0.6
35	C[C@H](CO)N1C[C@H](C)[C@H](CN(C)Cc2ccc(Cl)c(Cl)c2)Oc2ccc(NC(=O)Cc3ccccc3)cc2C1=O
→ 0.9[16.7 µM] | -2.1 | 10.6 | 1.5 | 1.4 | 2.9 | -0.2
36	Cc1ccc(S(=O)(=O)N[C@@H]2CC[C@H](CCNC(=O)C3CCCCC3)O[C@H]2CO)cc1
→ -9.5[16.7 µM] | -5.2 | 1.4 | -1.7 | 0.6 | -0.5 | 0.3
37	CCCC(=O)Nc1ccc2c(c1)C(=O)N(C)[C@H]1CC[C@H](CC(=O)NCc3ccccc3F)O[C@@H]1CO2
→ 25.0[16.7 µM] | nt | nt | 4.6 | nt | nt | -0.1
38	CCCCN(C(=O)c1cc2c(s1)CCC2)c1c(N)n(CCC)c(=O)[nH]c1=O
→ nt | -1.9 | 1.7 | -8.1 | -3.0 | 14.1 | 1.1
39	O=[N+]([O-])/C=C1/CCCCCN1
→ nt | 1.3 | -2.6 | nt | -1.5 | -5.5 | -0.2
40	C[C@@H]1CCCCO[C@@H](CN(C)C(=O)CCCN(C)C)[C@H](C)CN([C@H](C)CO)C(=O)c2cc(NC(=O)Nc3ccccc3)ccc2O1
→ 3.8[16.7 µM] | -0.9 | -8.0 | -1.0 | 1.4 | -0.3 | 0.0
41	O=C1COCC(=O)N1CCc1c[nH]c2ccccc12
→ -1.4 | 5.1 | -5.7 | -1.2 | nt | -2.2 | 0.4
42	C[C@@H]1CN([C@@H](C)CO)C(=O)c2cccc(NS(=O)(=O)c3cccs3)c2O[C@H]1CN(C)C
→ 3.1[16.7 µM] | 1.6 | -2.3 | 3.8 | -3.6 | -0.9 | -0.6
43	Cc1noc(C)c1NC(=O)N[C@H]1CC[C@@H](CCNC(=O)C2CCCCC2)O[C@H]1CO
→ nt | -2.0 | 0.8 | 8.7 | 3.3 | 2.3 | 0.3
44	C/C=C/c1ccc([C@@H]2[C@@H](CNC(=O)c3ccccc3)N(C(C)=O)[C@H]2CO)cc1
→ -7.1[16.7 µM] | nt | nt | -8.5 | nt | nt | -1.0
45	CC1CCCCN1C(=O)CN1CCN(S(=O)(=O)c2ccc(Br)cc2Cl)CC1 (configuration not stated)
→ nt | 2.4 | -3.0 | ? | 0.2 | 1.0 | -0.9
46	C=CCNC(=S)Nc1cccc([N+](=O)[O-])c1
→ nt | -2.8 | -3.9 | 0.0 | -2.1 | -2.3 | -1.6
47	CCc1ccccc1NC(=O)C/C(C)=N/NC(=O)COc1ccccc1C
→ nt | 5.9 | 0.5 | 5.3 | -1.4 | -2.6 | 0.3
48	CC(C)CN(C(=O)C1CSC2(C)CCC(=O)N12)c1c(N)n(Cc2ccccc2)c(=O)[nH]c1=O (configuration not stated)
→ 3.0 | 6.4 | -1.8 | 1.4 | 3.8 | -4.1 | -3.0
49	COc1ccc(/C=N/NC(=O)CCn2cnc3ccccc32)cc1
→ 3.2 | -1.1 | -0.9 | -2.3 | -0.4 | -2.6 | 0.6
50	Cc1noc(C)c1NC(=O)Nc1ccc2c(c1)C(=O)N([C@H](C)CO)C[C@H](C)[C@@H](CN(C)S(=O)(=O)c1c(C)noc1C)OCCCC[C@@H](C)O2
→ 8.4[16.7 µM] | 11.3 | -6.4 | -13.3 | 29.8 | -1.6 | -0.8
51	CCc1ccccc1NC(=O)NNS(=O)(=O)c1cc(C)ccc1C
→ 5.8 | -6.8 | -1.3 | -11.6 | 1.7 | -1.5 | -0.3
52	CCOC(=O)N1CCN(C(=S)NC(=O)C23CC4CC(CC(C4)C2)C3)CC1
→ -4.3 | -0.1 | 0.4 | -3.6 | 0.9 | 0.3 | -3.5
53	O=C(COC(=O)c1cc([N+](=O)[O-])ccc1NCCO)c1ccc(Cl)cc1
→ nt | 2.5 | 2.8 | -7.2 | 1.7 | 1.9 | -2.7
54	Cc1cccc(Nc2nnc(-c3ccc(N4CCOCC4)c([N+](=O)[O-])c3)c3ccccc23)c1
→ 6.7 | 5.4 | 0.6 | -11.1 | 9.9 | 1.2 | 0.5
